# TDP1 cell noCPT: qHTS for Inhibitors of human tyrosyl-DNA phosphodiesterase 1 (TDP1): qHTS in cells in absence of CPT; 420,000 compounds, 15% hits; AID 686978, 2013; DT40 Tdp1-/- hTDP1 cells, no CPT, ATP luminescence, 48 h; Potency, µM (titrated, usually from 46.2 µM), for inactives: top-dose activity change, negative = growth inhibition, most hits filed as inhibitors; also: nearly all actives have a fitted effect of over 55% in size
#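 DT40 Tdp1-/-;hTDP1 cells, no CPT (DMSO vehicle only), 400 cells/well; compounds pin-transferred; ≥48 hr, 37 °C; CellTiter-Glo 30 min RT dark, luminescence read.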
# N370S GC mod: N370S glucocerebrosidase modulation, Gaucher chaperone candidate; P04062; N370S GC spleen homogenate, 4MU-glucoside fluorescence; Potency, µM (titrated, usually from 59.4 µM), for the others: at the top dose activity change, negative = inhibition, usual class: inhibitors; 330,000 compounds, 0.092% hits; AID 2101;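 also: 0% = full enzyme activity and -100% = no enzyme basal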
# TDP1 inh: blocks human tyrosyl-DNA phosphodiesterase 1 | recombinant TDP1, AlphaScreen DNA substrate cleavage | Potency, µM (doses to about 130 µM), for the others: top-dose activity change, negative = inhibition, usual class: inhibitors | 350,000 compounds, 0.28% hits | AID 485290; also: nearly all actives have a fitted effect of over 40% in size
# Target sequence (Q9NUW8 whole entry, looked up): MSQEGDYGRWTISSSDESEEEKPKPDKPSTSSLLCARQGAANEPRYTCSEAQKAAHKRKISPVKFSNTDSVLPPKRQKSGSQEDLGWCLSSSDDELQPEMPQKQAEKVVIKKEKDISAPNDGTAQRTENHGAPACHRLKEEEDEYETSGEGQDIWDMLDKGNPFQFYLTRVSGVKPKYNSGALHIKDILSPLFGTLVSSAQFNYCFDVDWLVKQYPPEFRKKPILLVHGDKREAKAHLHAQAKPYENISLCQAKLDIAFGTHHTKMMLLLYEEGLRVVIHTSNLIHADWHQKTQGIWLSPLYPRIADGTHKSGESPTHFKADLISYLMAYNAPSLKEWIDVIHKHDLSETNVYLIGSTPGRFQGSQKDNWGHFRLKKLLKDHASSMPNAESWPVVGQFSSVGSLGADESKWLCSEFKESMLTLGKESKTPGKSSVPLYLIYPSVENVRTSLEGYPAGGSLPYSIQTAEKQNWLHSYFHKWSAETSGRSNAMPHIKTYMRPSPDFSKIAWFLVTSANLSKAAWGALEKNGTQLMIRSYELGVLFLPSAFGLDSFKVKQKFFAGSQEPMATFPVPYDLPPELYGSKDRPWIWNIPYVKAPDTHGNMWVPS
#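 Steps: enzyme plus compound, 15 min RT; add biotin/phosphotyrosine-FITC oligonucleotide (15 nM final), react 5 min; add donor/acceptor beads (10 ug/ml final), 10 min; read AlphaScreen. Tdp1 at 1 nM final.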
# * = called active by the depositor; ? = inconclusive; · = no result given; & = joins results of further samples; [ ] = another dose, or the depositor's remark. Calls follow the shape of the dose curve; as a rule, active = well fitted curve in the direction sought with a large enough effect; inconclusive = small, poorly fitted or top-dose-only effect, or another doubt; inactive = no such curve, though single readings can be large; an effect the other way counts as inactive or inconclusive. Unless noted, % is scaled to controls: 0 for no effect and ±100 for the full control effect; potency is read from the fitted curve at half-maximal effect.
SMILES,TDP1 cell noCPT,TDP1 inh,N370S GC mod
C=CCc1cccc(/C=N/NC(=O)c2ccccc2Br)c1O,?,0%,-25%
O=C(N/N=C/c1ccc(O)cc1)c1csc2ccccc12,0.26µM*,0%,-2%
CNc1ccnc(-c2ccccc2OC)n1,-8%,·,-26%
CCS(=O)(=O)c1nc(S(=O)(=O)c2ccc(C)cc2)c(N2CCOCC2)s1,22%,2%,-20%
Cc1nn(-c2ccccc2)c2c1N(CCCC(=O)NCc1ccc(Cl)cc1)C(=O)CS2,23µM*,7%,·
CC(C)CC(=O)Nc1nnc(S(=O)(=O)N2CCc3ccccc32)s1,-5%&1%,8%,-3%
COc1ccccc1C1C2=C(CC(C)(C)CC2=O)N(CC(=O)O)C2=C1C(=O)CC(C)(C)C2,11%,·,?
N#CC1(NC(=O)CSc2nnc3n2CCCCC3)CCCCC1,-13%,0%,·
CCc1ccccc1N(C)C(=O)c1cc2c(Cl)nc3ccc(C)cc3c2s1,18µM*,1%,·
Brc1ccccc1-c1nc2c3ccccc3ncn2n1,?,-1%,·
CCOC(=O)c1cnc(-n2nc(C)cc2C)nc1NC1CCCCC1,5.2µM*,5%,1%
O=C(NNC(=O)C1CCC1)c1ccccc1F,-3%,0%,-2%
C=CCNC(=O)Cc1c(OC)ccc2cc(Br)ccc12,-29%,3%,10%
CCOC(=O)c1sc2nc(CSCC(=O)OCc3ccc(C(=O)OC)o3)[nH]c(=O)c2c1C,-10%,5%,15%
Cc1ccc(/C=N/NC(=O)c2cccs2)s1,-8%,3%,-16%
CN(C)C(CNC(=O)CCNC(=O)c1ccccc1Cl)c1ccco1 (stereo not drawn),0%,1%,·
Cc1cc(NC(=O)Cn2nc(C(F)(F)F)c3c2CCC3)no1,-24%,-2%,4%
COc1ccccc1NC(=O)c1sc(NC(=O)c2ccco2)c(C#N)c1C,-20%,4%,15%
O=C(/C=C\Nc1cccc(F)c1)c1cccs1,-29%,-5%,-4%
CN(C1CCCCC1)S(=O)(=O)c1ccc(NC(=O)C2CCCCC2C(=O)O)cc1 (stereo not drawn),-1%,5%,-7%
COc1ccc(NC(=O)CC2SC(N)=NC2=O)c([N+](=O)[O-])c1 (stereo not drawn),0%,-4%,7%
CCCC[C@@H]1CNCCN1CCc1cccc(F)c1,?,-1%,-2%
CCCCC(=O)Nc1nnc(C)s1,0%,-1%,-15%
COc1ccc(CCNS(=O)(=O)c2cn(C)c(=O)n(C)c2=O)cc1OC,10%,0%,6%
Cc1ccccc1CNC(=O)CN(c1cccc(C)c1C)S(C)(=O)=O,?,5%,·
Cc1cccc(CNc2ncncc2-c2ccc3c(c2)OCO3)c1,?,-7%[56.1 µM],-8%
COc1cc2c(cc1OC)-c1cc(NC3CCCC3)nc(=O)n1CC2,?,7%,-4%
Cc1ccsc1C(=O)OCC(=O)NCc1ccco1,-1%,4%,2%
CC(=O)NCC(=O)N(Cc1ccco1)C1(C(=O)NC2CCCCC2)CCCCC1,2%,7%,-20%
COCc1n[nH]c(=S)n1-c1cccc2ccccc12,1%,·,1%
Cc1nc(-c2cccnc2)sc1C(=O)N/N=C/c1ccccc1Cl,-21%,·,13%
COCc1cc(C)nc(SCC(=O)Nc2ccc3c(c2)OCO3)c1C#N,?,4%,6%
Cc1ccccc1Nc1nc(-c2sc(NC(=O)c3ccco3)nc2C)cs1,?,7%,-9%
C/C=C(\C)C(=O)N1CC2(CC(c3cccc(NC(=O)COc4ccc(Cl)cc4)c3)=NO2)C[C@@H]1C(N)=O (stereo partly drawn),?,6%,-10%
CC(=O)c1ccc(NC(=O)COC(=O)c2c3c(nc4ccccc24)/C(=C\c2cccs2)CCC3)cc1,16µM*,0%,6%
Cc1ccc(C(=O)O/N=C\c2ccc(N3CCCCC3)c([N+](=O)[O-])c2)cc1,13µM*,12%,4%
COc1ccc(CCNS(=O)(=O)c2cc3c(cc2C)NC(=O)CO3)cc1OC,-7%,·,-8%
CCC(C(=O)Nc1ccc(OC)c(Cl)c1)c1ccccc1 (stereo not drawn),-7%,4%,1%
Fc1ccc(Nc2nc(-c3cccnc3)nc3ccccc23)cc1,?,·,?
COc1ccc(OCCC(=O)OCC(=O)NCc2ccccc2OC)cc1,-4%,·,0%
CC(NC(=O)COC(=O)C1(C)CC1(Cl)Cl)c1ccccc1 (stereo not drawn),19%,0%,·
Cc1nn2c(-c3ccccn3)ccnc2c1Cl,5%,6%,11%
Cc1nc(SCC(=O)NC2CCS(=O)(=O)C2)c(C#N)c(C)c1C (stereo not drawn),-9%,1%,·
CC1(C)CCc2cc(S(=O)(=O)N3CCN(c4nc(-c5cccs5)nc5ccccc45)CC3)ccc2O1,?,1%,·
O=[N+]([O-])c1ccccc1/C=N\N1CCN(c2ccccc2)CC1,?,12%,10%
Fc1ccccc1NC(=S)NCc1ccc(Cl)cc1,2%,·,1%
O=C(Nn1c(C2CCCCC2)nc2ccccc2c1=O)c1cc(Cl)ccc1[N+](=O)[O-],8%,-4%,5%
Cc1cc(C(=O)N/N=C/c2cc(N=Nc3ccccc3)ccc2O)n[nH]1,6.5µM*,-1%,11%
Cc1ccc(C(C)C)c(OCC(=O)Nc2cc(-c3nc4ccccc4[nH]3)ccc2C)c1,3.7µM*,1%,·
COc1ccc(C(O)P(=O)(OCCC(C)C)c2ccc(N(C)C)cc2)cc1 (stereo not drawn),-11%,·,1%

# Remaining list, next part:
SMILES,TDP1 cell noCPT,TDP1 inh,N370S GC mod
CN(C)C(CNC(=O)c1ccc(C2SCCS2)cc1)c1ccccc1 (stereo not drawn),-26%,4%,-2%
O=C(CSc1nc2c(c(=O)n1-c1ccc(Br)cc1)SCC2)NCc1ccco1,?,2%,-15%
COc1ccc(S(=O)(=O)Nc2ccc(S(=O)(=O)Nc3nc(C)cc(C)n3)cc2)cc1OC,8%,7%,-3%
Cc1ccccc1Cn1nnc(C(=O)Nc2cccc(C)c2C)c1N,?,0%,4%
C=CCn1c(=S)[nH]c2sc3c(c2c1=O)CCCC3,-7%,·,-4%
C/C=C/c1ccc(OCCCNCC(C)O)c(OC)c1 (stereo not drawn),?,2%,0%
CCOc1ccc(NC(=O)CN(C)CC(=O)Nc2cccc(Cl)c2C)cc1OCC,?,3%,9%
CCCOCC(O)COc1ccccc1C(=O)N1CCOCC1 (stereo not drawn),-5%,-5%,-8%
COc1ccc(-c2ccc(SCC(=O)N3CCOCC3)nn2)cc1OC,-10%,3%,2%
N#Cc1cc(S(=O)(=O)c2ccc(F)cc2)c(N)[nH]c1=O,13%,-1%,3%
CC(=O)C(C)=O,·,12%[56.1 µM],-1%&0%
CC(=O)Nc1nnc(Cc2c[nH]c3ccccc23)s1,-14%,-3%,13%
COc1ccc2cc(CO)c(Cl)nc2c1,11%,-5%,-12%
COc1ccc(NC(=O)C(CC(=O)O)C(C)c2ccccc2)cc1 (stereo not drawn),?,0%,3%
Cc1cccc(-n2ncc(C(=O)NCc3ccco3)c2C2CCN(C(=O)OC(C)(C)C)CC2)c1,?,5%,·
CCCN1C(=O)C(Cc2nc3ccccc3c(=O)n2-c2cccc(C)c2)c2ccccc21 (stereo not drawn),?,5%,·
Cc1cccc(N2CCN(C(=O)C3CCN(S(=O)(=O)c4c(C)noc4/C=C/c4ccccc4F)CC3)CC2C)c1 (stereo not drawn),6.5µM*,7%,·
Cc1cccc(-c2cc3nc(C)cc(NCCCN(C)C)n3n2)c1,?,3%,-2%
Nc1c(C(=O)CSc2nnc(-c3ccccc3)o2)c(=O)[nH]c(=O)n1C1CC1,3%,-16%,·
Clc1cc(Cl)c2nc(N3CCOCC3)sc2c1,-4%,1%[56.1 µM],7%

# 4 of these compounds in another layout.
CC(=O)C(C)=O
  TDP1 cell noCPT = ·	TDP1 inh = 12%[56.1 µM]	N370S GC mod = -1%&0%
CC(=O)Nc1nnc(Cc2c[nH]c3ccccc23)s1
  TDP1 cell noCPT = -14%	TDP1 inh = -3%	N370S GC mod = 13%
COc1ccc2cc(CO)c(Cl)nc2c1
  TDP1 cell noCPT = 11%	TDP1 inh = -5%	N370S GC mod = -12%
CCCN1C(=O)C(Cc2nc3ccccc3c(=O)n2-c2cccc(C)c2)c2ccccc21 (stereo not drawn)
  TDP1 cell noCPT = ?	TDP1 inh = 5%	N370S GC mod = ·

# Remaining list, next part:
SMILES,TDP1 cell noCPT,TDP1 inh,N370S GC mod
COC(=O)c1cc(COC(=O)c2ccc(OC)c(S(=O)(=O)N3CCCC3)c2)oc1C,?,4%,-10%
CCc1ccc(-c2ccc(SCC(=O)Nc3nnc(C)s3)nn2)cc1,-9%,-1%,2%
O=C(OCn1nnc2ccccc2c1=O)c1cc(-c2ccccc2Cl)nc2ccccc12,-3%,3%,-7%
CC(C)NC(=O)N1CC[C@@]2(CCCN(C(=O)c3cnccn3)C2)C1,-5%,·,6%
COc1ccc(/C=N/NC(=O)c2nonc2N)cc1OC,-11%,·,-1%
O=C(O)C(Oc1ccc2c(c1)oc(=O)c1ccccc12)c1ccccc1 (stereo not drawn),5%,0%,?
COc1ccccc1CNc1ncncc1-c1cccc(C#N)c1,-17%,4%[56.1 µM],7%
Cc1ccnc(N2CCC(C(=O)Nc3nnc(C)s3)CC2)n1,-9%,3%,16%[2.35 µM]
COc1ccccc1C1=NOC(COC(=O)c2ccc([N+](=O)[O-])cc2)C1 (stereo not drawn),-4%,4%,4%
CC(C)OC(=O)CSc1nnc(-c2cnccn2)n1-c1ccc(Cl)cc1,2%,6%,-22%
COc1ccc(OCc2ccc(-c3nc4ccccc4c(=O)n3N)o2)cc1,?,5%,9%
C=CCn1c(=N)c(S(=O)(=O)c2ccc(C)c(C)c2)cc2c(=O)n3ccccc3nc21,?,6%,0%
O=C(Cn1nc(Cc2cccnc2)c2ccccc2c1=O)NCc1ccc(F)cc1,-12%,7%,2%
COc1ccc(C(=O)N(NC(=O)Oc2ccccc2)C(C)(C)C)cc1,9%,-3%,0%
O=C(Nc1ccc(F)cc1)Nc1ccccc1C(=O)NCCN1CCNC1=O,-17%,-2%,-4%
O=C(NC12CC3CC(CC(C3)C1)C2)N1CCN(c2ccccc2)CC1,?,·,-3%
CC(C)CC(=O)N1CCN(c2ccc(NC(=O)c3ccco3)cc2)CC1,0%,4%,-2%
COc1cccc(CN2CCNC(=O)C2CC(=O)NCc2cn3cccc(C)c3n2)c1OC (stereo not drawn),-5%,6%,-11%
CC1CCCN(C(=O)c2ccc3c(=O)n(C4CCCC4)c(=S)[nH]c3c2)C1 (stereo not drawn),?,5%,19%
CNC(=O)c1c(NC(=O)c2ccc3ncsc3c2)sc(C)c1C,?,·,-7%
O=C(NCc1cccnc1)/C(=N\O)c1ccccc1,-4%,3%,4%
C=CCn1c(SCC(=O)N(C)C2CCS(=O)(=O)C2)nnc1-c1ccccc1 (stereo not drawn),-13%,0%,-17%
COC(=O)c1ccc(NC(=O)COc2ccc3c(c2)OCO3)cc1,3%,·,18%
CCOc1ccc(Nc2ncnc3ccc([N+](=O)[O-])cc23)cc1,6.5µM*,9%,1%
CCOC(=O)CN1C(=O)C(C)(C)Oc2ccc(C(=O)NC(C)(C)CC)cc21,-14%,5%,7%
O=C(NCC(=O)N(CCN1CCOCC1)C(C(=O)NC1CCCC1)c1ccccc1)c1cccs1 (stereo not drawn),-5%,0%,-11%
CC1=C(OC(=O)c2ccccc2)C(C)(C)C(c2ccc(Br)cc2)OC1=O (stereo not drawn),?,-4%,?
CCN(c1ccccc1)S(=O)(=O)c1ccc(Oc2ccccc2C(C)=O)nc1,?,0%,·
Cc1cc(C(=O)N(C)Cc2c(F)cccc2Cl)c2ccccc2n1,?,13%,-1%
O=C(Nc1ccc(NS(=O)(=O)c2ccc([N+](=O)[O-])cc2)cc1)c1ccco1,-18%,6%,-3%
O=C(CSc1nc(-c2ccccc2)cn1-c1ccccc1)Nc1ccccc1,?,10%,·
O=C(Nc1cccc(S(=O)(=O)N2CCCC2)c1)c1cc(-c2ccccn2)nc2ccccc12,21µM*,8%,1%
Cc1noc(C)c1S(=O)(=O)N1CCC(C(=O)N2CCN(c3ccc(Cl)cc3)CC2)CC1,?,8%,-14%

# Bioassay records (PubChem BioAssay)

# This is a subset; rates above refer to the full screens.
